Bioassay records: PubChem, several laboratories
Salmonella PhoP GFP – inhibitors of PhoP regulon expression, primary screen, Salmonella Typhimurium, GFP reporter (AID 1863); S. Typhimurium PhoP-regulated promoter GFP reporter, 4 h; higher % means a stronger effect; inhibition, % at 50 µM; hits with a dose series show IC50 in µM; 300,000 tested, 0.16% active;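 active means inhibition over 29.93%, a cutoff 3 SD above the screen mean, later confirmed by dose response; inconclusive means inhibition over 29.93% but no dose response follow-up; inactive means inhibition at most 29.93% or unconfirmed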;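 further: 0% = low Mg2+ inducing control and 100% = high Mg2+ repressing control; strong numbers were not always called active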
T cell HTS – modulators of CD8 T cell-vesicle binding, primary screen, mouse 2C CD8+ T cells, flow cytometry | 2C CD8+ T cell-vesicle binding; stronger effect = lower value | calls only at 7 µM | 330,000 tested, 0.068% active | AID 2052, 2009;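 active means response, share of CD8 T cells binding vesicles, and their 90th percentile fluorescence all below set limits, cut at about 80% in these data, passing the limit was not always enough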
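Assay system: 2C TCR transgenic mouse naive CD8+ T cells, MACS-purified | Read-out: CD8+ gate FL2 mean fluorescence as % of same-row positive control | Signal: High-throughput flow cytometry with anti-B7-1 and anti-CD8 staining | Timing: Binding step 1.5 h, 37 °C, antibody labelling 20 min, ice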
Dengue-2 NS5 capping – Dengue-2 NS5 methyltransferase inhibitors, primary screen, biochemical, confirmation dose response (AID 588689). Genome polyprotein (Dengue virus type 2 (strain 16681-PDK53)). Dengue-2 NS5 methyltransferase capping enzyme assay, biochemical; higher % means a stronger effect. inhibition, % at 25 µM; hits with a dose series show IC50 in µM. 340,000 tested, 0.3% active; in the data active means a potency from the dose series; inconclusive means inhibition above about 29% without an active follow-up result
UTI89 phage lysis – inhibition of K1F phage lysis, E. coli UTI89, bacterial capsule biogenesis inhibitors, alamar blue (AID 488966). E. coli UTI89 K1F phage lysis, alamar blue, 2 h; higher % means a stronger effect. inhibition, % at 100 µM; hits with a dose series show IC50 in µM. 340,000 tested, 0.02% active;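 active means phage lysis inhibition, versus mean bacterial control, above a set limit; inconclusive means no clear call, values can overlap the other calls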;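 further: capsule biogenesis inhibitors block K1F phage lysis so surviving cells raise fluorescence; higher fluorescence means more inhibition of phage lysis; actives were called in the ten point dose series up to 300 µM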
West Nile antiviral – West Nile virus antiviral activity, cell-based, CPE readout (AID 1621); West Nile virus-infected cells, CPE inhibition; higher % means a stronger effect; CPE inhibition, % at 10 µM; hits with a dose series show IC50 in µM; 290,000 tested, 0.02% active; in the data active means a potency from the dose series; inconclusive means CPE inhibition mostly from about 3.7% at the one dose, without a potency; inactive means the rest, 99 in 100 with CPE inhibition below about 2.2%; further: strong numbers were not always called active
MgcRacGAP inhibition – MgcRacGAP GTPase-activating activity inhibitors, confirmation, biochemical, ADP Hunter fluorescence; Rac GTPase-activating protein 1 (Homo sapiens); MgcRacGAP-stimulated Rac1 GTP hydrolysis, ADP Hunter fluorescence; higher % means a stronger effect; GST-tagged Rac1 F28L mutant substrate; inhibition, % at 30 µM; hits with a dose series show IC50 in µM; 340,000 tested, 0.6% active;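 active means first-screen hits whose inhibition reached a set limit at any dose in the follow-up dose series; inconclusive means inhibition above the set first-screen limit but never retested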;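 further: fluorescence reports GDP produced by GAP-driven GTP hydrolysis; strong numbers were not always called active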
NTR1 agonist – agonists of NTR1, primary screen, imaging, U2OS cells, beta-arrestin-GFP, high content (AID 493036); Neurotensin receptor type 1 (Homo sapiens), P30989; 330,000 tested, 0.17% active; activation, % at 20 µM; NTR1-U2OS beta-arrestin-GFP spot imaging, agonist mode;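 active means activation at or above 40% of the spot to cytoplasm intensity ratio, with at least 20 cells analyzed; inconclusive means wells under 20 cells, flagged as cytotoxic or low count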;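 further: 0% = DMSO without peptide and 100% = 100 nM NTR1 peptide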
Target sequence (P30989 whole entry, looked up): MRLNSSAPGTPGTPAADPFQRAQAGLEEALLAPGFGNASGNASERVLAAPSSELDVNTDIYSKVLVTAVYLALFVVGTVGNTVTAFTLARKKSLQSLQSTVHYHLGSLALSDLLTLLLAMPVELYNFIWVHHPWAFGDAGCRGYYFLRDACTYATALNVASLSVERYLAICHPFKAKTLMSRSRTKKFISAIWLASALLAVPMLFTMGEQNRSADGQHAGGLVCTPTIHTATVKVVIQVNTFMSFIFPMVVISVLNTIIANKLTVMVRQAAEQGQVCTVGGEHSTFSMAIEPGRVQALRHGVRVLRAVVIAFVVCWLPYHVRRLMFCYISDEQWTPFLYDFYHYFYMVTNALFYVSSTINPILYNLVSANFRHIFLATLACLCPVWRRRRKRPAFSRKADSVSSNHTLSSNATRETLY
SV40 large T antigen – SV40 large T antigen inhibitors, biochemical (AID 1903). SV40 large T antigen ATPase/helicase inhibition assay; higher % means a stronger effect. inhibition, % at 20 µM; hits with a dose series show IC50 in µM. 310,000 tested, 0.39% active; in the data active means a potency from the dose series; inconclusive means inhibition mostly from about 32% at the one dose, without a potency; inactive means the rest, 99 in 100 with inhibition below about 32%; further: strong numbers were not always called active
RSV CPE inhibition – RSV antiviral activity via CPE protection, HEp-2 cells, primary 10 µM value included (AID 2391) | HEp-2 cells, RSV-induced CPE inhibition; higher % means a stronger effect | CPE inhibition, % at 10 µM, or IC50 in µM where a hit was titrated | 310,000 tested, 0.13% active; in the data active means a potency from the dose series; inconclusive means CPE inhibition mostly from about 23% at the one dose, without a potency; inactive means the rest, 99 in 100 with CPE inhibition below about 21%; further: strong numbers were not always called active
T cell HTS vesicle-bound % – second read-out of T cell HTS, no call of its own (marks repeat the call); double positive events, %; measured here: CD8+ vesicle-bound cell fraction;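 binding gate set so that unloaded-vesicle control wells show 10% double positive cells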
NTR1 agonist cell count 20 µM – recorded beside NTR1 agonist, whose call it bears; cell count; measured here: cell count, cytotoxicity flag
Dengue-2 NS5 capping pilot replicate – further read-out of Dengue-2 NS5 capping, marked with its call; inhibition, %; measured here: pilot screen replicate inhibition
An asterisk follows results filed as active; i = inactive; ? = inconclusive; nt = not tested or not shown; [ ] = remark or other dose.

SMILES	Salmonella PhoP GFP	T cell HTS	T cell HTS vesicle-bound %	Dengue-2 NS5 capping	UTI89 phage lysis	West Nile antiviral	MgcRacGAP inhibition	NTR1 agonist	NTR1 agonist cell count 20 µM	SV40 large T antigen	RSV CPE inhibition	others
COc1cc2c(cc1OC)C(COc1ccc(F)cc1)N(C(C)=O)CC2 (centres undefined)	-12%	i	28	0%	-0.1%	-0.9%	-5%	0.4	74	10%	1.3%
COc1ccc(-c2[nH]ncc2CN2CCN(C3CCCCC3)C(=O)C2)cc1F	9%	i	36	-7%	0.0%	-0.6%	8%	0.3	55	3%	0.0%
CC(=O)Nc1ccccc1NC(=O)c1ccccc1-c1ccccc1	-3%	i	35	-5%	0.2%	-0.7%	5%	0.2	55	7%	0.7%	Dengue-2 NS5 capping pilot replicate=0.0
COC(=O)C1=C(NC(=O)C2CCCCC2)CCS1	2%	nt	nt	-1%	2.8%	-0.4%	2%	nt	nt	9%	nt
O=C(CNC(=O)c1ccccc1)NC1(C(=O)NC2CCCC2)CCCCC1	-14%	i	24	3%	0.6%	-0.8%	6%	0.3	64	1%	-0.5%	Dengue-2 NS5 capping pilot replicate=-2.4
O=C(OCc1ccccc1)c1cc(S(=O)(=O)N2CCCCC2)ccc1N1CCOCC1	-7%	i	44	-12%	0.5%[50 µM]	nt	3%	1.9	65	15%	20%
CC1=C(C(N)=O)C(c2ccccc2)n2nc(-c3ccncc3)nc2N1 (centres undefined)	5%	i	40	-1%	3.0%	0.0%	-2%	-1.1	83	5%	2.1%
Cc1ccc(NC(=O)C2=CCN(S(=O)(=O)c3ccc(F)cc3)CC2)cc1	4%	i	45	-6%	-1.9%	nt	4%	-1.6	67	10%	-0.3%
O=[N+]([O-])c1cccc(/C=C/c2nc[nH]c2[N+](=O)[O-])c1	-18%	i	13	-14%	0.0%	0.6%	-3%	-0.3	46	6%	1.5%
O=C(CN1CCN(C(=O)c2ccco2)CC1)N1CCc2[nH]c3ccccc3c2C1	-5%	i	30	nt	nt	0.1%	nt	-0.8	48	10%	3.0%
CSCCC(NC(=O)c1ccccc1Cl)C(=O)N1CCN(C(C)=O)CC1 (centres undefined)	nt	i	49	-4%	0.8%[50 µM]	nt	0%	-1.6	67	nt	0.4%
O=S1(=O)N=C(c2ccccc2)c2ccccc21	nt	i	39	2%	-0.1%	nt	0%	0.1	43	19%	1.0%
Cc1ccc(NC(=O)Cc2nc(-c3c[nH]c(C(=O)N4CCCC4)c3)cs2)c(C)c1	nt	i	27	-9%	0.4%[50 µM]	nt	10%	7.0	84	nt	1.7%
COC(=O)c1sc2ncccc2c1OCc1ccc(Cl)cc1Cl	-10%	i	15	2%	0.4%	1.1%	7%	26	69	29%	3.4%	Dengue-2 NS5 capping pilot replicate=1.2
CCOc1ccc(-n2c(=O)c3c4c(sc3n(CC(=O)NCC3CCCO3)c2=O)CCCC4)cc1 (centres undefined)	5%	i	25	2%	0.2%	-0.4%	12%	2.9	55	6%	-0.4%
CC1=NN(C(=O)Cc2ccc([N+](=O)[O-])cc2)C(O)(c2ccccc2)C1 (centres undefined)	18%	i	23	-1%	-0.6%	-0.5%	-2%	0.4	63	-2%	-0.4%
COC(=O)c1ccccc1NC(=O)C1CCCC1	9%	i	50	6%	0.2%	1.0%	3%	-0.3	85	-4%	0.4%
O=C1CC(c2ccccc2)CC(=O)N1c1ccccc1	-8%	i	36	-14%	1.0%	0.3%	3%	0.2	60	3%	1.8%
CC(=O)c1ccccc1OC(=O)c1ccc([N+](=O)[O-])o1	-3%	i	47	-13%	-2.3%	0.3%	23%	0.0	52	20%	0.2%
COc1ccc(CNc2nc(C)cc(C)c2C#N)cc1	-3%	i	57	-14%	-1.0%	0.4%	-1%	1.9	70	7%	0.4%

A draw from above in order of length of the SMILES, largest number first.
SMILES	Salmonella PhoP GFP	T cell HTS	T cell HTS vesicle-bound %	Dengue-2 NS5 capping	UTI89 phage lysis	West Nile antiviral	MgcRacGAP inhibition	NTR1 agonist	NTR1 agonist cell count 20 µM	SV40 large T antigen	RSV CPE inhibition	others
CCOc1ccc(-n2c(=O)c3c4c(sc3n(CC(=O)NCC3CCCO3)c2=O)CCCC4)cc1 (centres undefined)	5%	i	25	2%	0.2%	-0.4%	12%	2.9	55	6%	-0.4%
COc1ccc(CNc2nc(C)cc(C)c2C#N)cc1	-3%	i	57	-14%	-1.0%	0.4%	-1%	1.9	70	7%	0.4%
COC(=O)c1ccccc1NC(=O)C1CCCC1	9%	i	50	6%	0.2%	1.0%	3%	-0.3	85	-4%	0.4%

Later entries
SMILES	Salmonella PhoP GFP	T cell HTS	T cell HTS vesicle-bound %	Dengue-2 NS5 capping	UTI89 phage lysis	West Nile antiviral	MgcRacGAP inhibition	NTR1 agonist	NTR1 agonist cell count 20 µM	SV40 large T antigen	RSV CPE inhibition	others
COc1ccc(OCC(O)CN(C)C(=O)/C=C/c2cccc([N+](=O)[O-])c2)cc1 (centres undefined)	6%	i	62	-2%	0.2%	-0.9%	9%	0.3	66	-2%	1.7%
Cc1cc(=O)n(C)c2ccccc12	-4%	i	37	-8%	0.2%	0.6%	5%	-0.4	39	-2%	4.7%
Cc1ccc(NS(=O)(=O)c2ccc3[nH]c(=O)[nH]c3c2)cc1	6%	i	22	-4%	0.2%	0.3%	-7%	0.4	61	11%	2.3%
Nc1nc(SCCN2C(=O)c3ccccc3C2=O)n[nH]1	10%	i	24	-4%	0.2%	0.0%	2%	2.0	73	-3%	-0.6%
COc1ccccc1N(CC(O)CN1CCC(C)CC1)S(=O)(=O)c1ccccc1 (centres undefined)	4%	i	20	2%	0.1%	-0.9%	7%	0.2	45	16%	0.5%
COc1ccc(CCNc2ccc(C(CC(N)=O)NC(=O)c3cc(OC)ccc3OC)cc2[N+](=O)[O-])cc1 (centres undefined)	-1%	i	22	2%	-0.7%	-1.3%	8%	0.5	84	20%	3.1%
O=C(CCNS(=O)(=O)c1ccc(Br)cc1)NC1CCC(O)CC1 (centres undefined)	nt	i	46	-5%	0.8%[50 µM]	nt	1%	-1.7	54	nt	1.5%
CC1CCCC(C)N1C(=O)COC(=O)Cc1ccc(Cl)cc1 (centres undefined)	1%	i	14	-8%	0.9%	-0.4%	5%	0.0	82	-2%	1.7%
Cc1ccc(-c2cn(-c3ccc(SC(F)F)cc3)c3[n+]2CCC3)cc1	4%	i	41	0%	1.8%[50 µM]	-0.6%	7%	0.7	59	-1%	0.9%
O=C(COC(=O)c1ccc(S(=O)(=O)N2CCCC2)cc1)NCCc1ccc(F)cc1	nt	i	55	-7%	0.7%[50 µM]	nt	2%	-0.1	60	nt	nt
C#CCOCCOCCOCCNc1nc(N2CCN(C(=O)[C@H](Cc3cc4ccccc4[nH]3)n3cc([C@@H](N)C(C)CC)nn3)CC2)nc(N2CCN(C(=O)[C@H](Cc3cc4ccccc4[nH]3)n3cc([C@@H](N)Cc4ccc(O)cc4)nn3)CC2)n1 (some centres undefined)	3%	i	34	nt	nt	nt	nt	1.9	85	1%	0.2%
CCOc1ccc(C(=O)Nc2cc(C)ccn2)cc1	-8%	i	52	-4%	-0.2%	-0.7%	4%	-0.2	85	2%	-2.4%
CCN(CC)C(=O)CSc1nc2ccccc2c(=O)n1CC1CCCCC1	-6%	i	22	4%	-0.5%	-0.4%	2%	3.1	35	16%	0.3%
CCCCOC(=O)/C=C\C(=O)OCCCC	0%	i	14	4%	9.5%	-0.6%	3%	4.5	93	nt	3.3%
Cc1ccc(-c2noc(CCC(=O)NC3CC3)n2)cc1	5%	i	22	-5%	0.2%	-0.5%	3%	-0.4	60	-1%	1.0%
CCOC(=O)N1CCC(NC(=O)c2cc3c(-c4ccc(Cl)cc4)nn(C)c3s2)CC1	-1%	i	34	-7%	-2.6%	?	9%	7.7	54	1%	-0.1%
CCOC(=O)C1=C(N)Oc2cc(C)n(CCc3ccc(OC)c(OC)c3)c(=O)c2C1c1cccnc1 (centres undefined)	16%	i	13	-2%	-0.9%	0.3%	1%	0.5	40	5%	1.4%
O=C(Nc1ccc(Br)cc1)c1cccc(N2C(=O)C3CCCCC3C2=O)c1 (centres undefined)	-4%	i	16	-5%	-0.2%	-0.5%	6%	0.6	58	4%	2.4%
CN(CC(=O)Nc1c(Cl)cccc1Cl)C(=O)c1ccncc1	0%	i	58	-5%	0.1%	-0.3%	6%	0.4	70	2%	0.4%
Cc1c(C)c2cc(Cl)c(O)c(CN(C)C)c2oc1=O	9%	i	34	-2%	-0.1%	-0.1%	4%	-0.2	65	7%	0.1%
COC(=O)c1cccc(Cn2nnc3ccccc3c2=O)c1	15%	i	25	1%	2.6%[50 µM]	0.2%	13%	-1.1	64	11%	13%
CCCCOc1ccc(C(=S)N2CCC(C(N)=O)CC2)cc1	2%	i	53	-2%	-0.9%	-1.2%	2%	-0.7	57	13%	2.0%
Cc1ccc(S(=O)(=O)c2nc(S(C)(=O)=O)sc2N2CCC(C)CC2)cc1	-5%	i	32	0%	0.2%	2.4%	5%	3.7	72	7%	0.7%
Cc1cccc(OCC(=O)N/N=C/C=C/c2ccco2)c1	-2%	i	54	7%	-6.1%	0.3%	12%	9.0	9	13%	3.4%
COc1ccc2c(c1OC)C(=O)OC2n1c(O)c(N=NC(C)=O)c2ccccc21 (centres undefined)	1%	i	34	0%	0.2%	0.3%	9%	-0.7	46	7%	-0.5%
CC(C)(C)NC(=O)C(=O)N/N=C/c1ccc(F)cc1	12%	i	58	-1%	0.2%	-0.2%	2%	-1.3	85	8%	1.5%
O=C(CNC(c1ccccc1)c1ccccc1)Nc1cc([N+](=O)[O-])ccc1Cl	8%	i	13	-9%	-0.3%	-1.2%	2%	1.0	54	-1%	2.9%
CCOC(=O)N1CCN(C(=O)CSc2nnc(COc3ccc(Cl)cc3)o2)CC1	-6%	i	66	3%	5.2%	-0.1%	8%	3.1	38	5%	1.6%
